High-throughput results from PubChem.
L3MBTL1 inh: qHTS Assay for the Inhibitors of L3MBTL1 | Potency, µM (doses to about 57.1 µM), inactives show at the highest dose activity, negative = inhibition, usual class: inhibitors | AlphaScreen L3MBTL1–H3K9me1 peptide binding | hit rate 0.66% among 230,000; active = well fitted inhibition curve with a large enough effect; inconclusive = small, poorly fitted or top-dose-only effect; inactive = no such curve, though single readings can be large or run the other way; also: nearly all actives have a fitted effect of over 60% in size
Target sequence (Q9Y468 whole entry, looked up): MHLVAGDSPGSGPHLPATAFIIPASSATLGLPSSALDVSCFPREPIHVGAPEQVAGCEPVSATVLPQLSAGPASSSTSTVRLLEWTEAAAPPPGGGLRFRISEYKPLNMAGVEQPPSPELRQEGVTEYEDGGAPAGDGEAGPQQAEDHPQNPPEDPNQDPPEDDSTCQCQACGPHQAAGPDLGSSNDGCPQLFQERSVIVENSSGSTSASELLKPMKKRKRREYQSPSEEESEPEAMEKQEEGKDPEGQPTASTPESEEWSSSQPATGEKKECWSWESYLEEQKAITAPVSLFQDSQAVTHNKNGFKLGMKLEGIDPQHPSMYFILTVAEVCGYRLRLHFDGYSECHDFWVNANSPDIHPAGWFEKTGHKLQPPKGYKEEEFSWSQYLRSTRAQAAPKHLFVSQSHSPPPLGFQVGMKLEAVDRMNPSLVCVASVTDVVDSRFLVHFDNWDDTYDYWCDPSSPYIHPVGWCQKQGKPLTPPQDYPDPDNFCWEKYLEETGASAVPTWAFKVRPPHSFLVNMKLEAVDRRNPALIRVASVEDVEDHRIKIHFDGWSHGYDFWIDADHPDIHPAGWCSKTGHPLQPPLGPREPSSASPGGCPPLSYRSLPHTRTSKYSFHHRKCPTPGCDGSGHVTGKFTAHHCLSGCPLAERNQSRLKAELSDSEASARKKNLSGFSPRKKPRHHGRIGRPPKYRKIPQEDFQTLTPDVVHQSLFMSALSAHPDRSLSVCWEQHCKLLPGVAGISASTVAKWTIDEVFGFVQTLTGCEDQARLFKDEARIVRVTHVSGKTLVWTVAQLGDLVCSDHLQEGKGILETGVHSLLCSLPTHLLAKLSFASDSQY
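Read-out is AlphaScreen signal from streptavidin donor and nickel chelate acceptor beads (10 ug/mL final each) bridging L3MBTL1 (50 nM) and biotinylated K9-monomethylated H3(1-15) peptide (75 nM), after 30 min compound exposure at room temperature.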
Active calls of the source: *; ? = inconclusive; [ ] = remark or other dose. % is scaled to controls: 0 for no effect and ±100 for the full control effect; potency is read from the fitted curve at half-maximal effect.

L3MBTL1 inh	canonical_smiles
4%	COc1ccc(NC(=O)COc2cccc3c2OC(C)(C)C3)cc1OC
-11%	COc1cccc(NS(=O)(=O)c2cc3c(cc2C)N(C)CCO3)c1
1%	CNC(=O)NC(=O)CSc1ccc(S(=O)(=O)N2CCOCC2)cn1
36%[activator]	CCOC(=O)c1c(NC(=O)C(C)OC(=O)C2=COCCO2)sc2c1CCCC2 (stereo not drawn)
-4%	CC(Oc1ccccc1Cl)C(=O)Nc1ccc(S(=O)(=O)Nc2nccs2)cc1 (stereo not drawn)
2%	CCCCCCn1nc(C(=O)N(CCCC)c2c(N)n(CCC)c(=O)[nH]c2=O)c2ccccc2c1=O
11%	Fc1ccc2cc(-c3ccccc3)ncc2c1
2%	COc1ccccc1OCC(O)CN1CCOCC1 (stereo not drawn)
-13%	O=C(NCC(c1ccco1)N1CCc2ccccc21)C(=O)Nc1ccc(F)cc1F (stereo not drawn)
-2%	CCCCn1c(N)c(N(CCOC)C(=O)C2CC(=O)N(c3ccc(CC)cc3)C2)c(=O)[nH]c1=O (stereo not drawn)
29%	O=S(=O)(c1ccc(SCCOc2ccc(Cl)cc2)nc1)N1CCCC1
0%	Brc1ccccc1OCCCCN1CCCCC1
-11%	CCOc1ccc(NC(=O)COC(=O)c2ccc3ncsc3c2)cc1OCC
-4%	CCOC(=O)c1c(NC(=O)Cc2ccccc2)sc2c1CC(C)(C)NC2(C)C
-2%	Cc1c(C(=O)NNC(=O)c2ccncc2)oc2ccc(Br)cc12
42%[activator]	O=C1CCN(Cc2ccc(O)cc2)CCN1[C@H](CO)c1ccccc1
-6%	CCN(C(=O)c1cc2c(s1)-c1ccccc1OC2)c1cc(OC)ccc1OC
-1%	COc1ccc(NS(=O)(=O)c2cc3c(cc2C)N(C(C)=O)CCO3)cc1OC
-2%	COc1ccccc1C(=O)NC(=O)COc1ccc(Cl)cc1Cl
-8%	C=CCn1c(C)cc(C(=O)COc2ccc(N(C)S(=O)(=O)c3ccc(NC(C)=O)cc3)cc2)c1C
8%	CC(C)C(NS(=O)(=O)c1cccs1)C(=O)N1CCC(C(N)=O)CC1 (stereo not drawn)
-3%	O=[N+]([O-])c1ccccc1/C=C/CN1CCCCC1CO (stereo not drawn)
7%	O=C(Cc1c(F)cccc1Cl)NNC(=O)c1ccccc1Cl
?	Cc1ccc(S(=O)(=O)c2cc(Nc3ccccc3)ccc2O)cc1
-2%	C=CC[C@H](CC(=O)NCCO)C(=O)N[C@H](C)COC(=O)[C@@H](CC=C)Cc1ccc(F)cc1
2%	CC(C)CN(C(=O)CN(C)C(=O)c1ccco1)c1c(N)n(CC(C)C)c(=O)[nH]c1=O
-5%	C[C@]12c3[nH]c4ccccc4c3CCN1C(=O)C(CC(=O)NCCc1ccccn1)C[C@@H]2C(=O)N1CCCCC1 (stereo partly drawn)
3%	COc1ccc(-c2ccc3c(c2)S(=O)(=O)c2cccc(C(=O)O)c2C3=O)cc1OC
-5%	Cc1ccnc2nc(C(=O)OCC(=O)c3ccc(Cl)cc3)nn12
-4%	CS(=O)(=O)N(CC(=O)N1CCN(Cc2ccccc2)CC1)c1ccccc1F

Molecules listed so far that contain two or more sulfur atoms:
L3MBTL1 inh	canonical_smiles
1%	CNC(=O)NC(=O)CSc1ccc(S(=O)(=O)N2CCOCC2)cn1
-4%	CC(Oc1ccccc1Cl)C(=O)Nc1ccc(S(=O)(=O)Nc2nccs2)cc1 (stereo not drawn)
29%	O=S(=O)(c1ccc(SCCOc2ccc(Cl)cc2)nc1)N1CCCC1
8%	CC(C)C(NS(=O)(=O)c1cccs1)C(=O)N1CCC(C(N)=O)CC1 (stereo not drawn)

Some of these compounds in order of their number in L3MBTL1 inh, lowest first:
Structure	L3MBTL1 inh
CCOc1ccc(NC(=O)COC(=O)c2ccc3ncsc3c2)cc1OCC	-11%
Cc1c(C(=O)NNC(=O)c2ccncc2)oc2ccc(Br)cc12	-2%
CC(C)C(NS(=O)(=O)c1cccs1)C(=O)N1CCC(C(N)=O)CC1 (stereo not drawn)	8%

Following part:
L3MBTL1 inh	canonical_smiles
12%	CN(Cc1ccccc1)S(=O)(=O)c1ccc2[nH]c(=O)oc2c1
16%	COc1ccc(C(=O)Nc2cc3c4c(c2)C(C)C(=O)N4CCC3)cc1OC (stereo not drawn)
-1%	COc1ccc([C@@H]2CC=C(C(=O)O)[C@H](c3ccccc3)N2S(=O)(=O)c2ccccc2C)cc1
5%	CC1CCN(CC(=O)N2CCN(c3ccccc3)CC2)CC1
3%[2.29 µM]	Cc1nc(SCc2ccc([N+](=O)[O-])cc2)n[nH]1
-2%	O=C(O)/C=C/C(=O)c1ccc2c(c1)CCc1ccccc1-2
-7%	Cc1cc(C)n(CCCNC(=O)COc2ccc([N+](=O)[O-])cc2)n1
-4%	CC(=O)c1ccc(N2CCN(C(=O)c3cccs3)CC2)c(F)c1
5%	C=CC[C@@H](CC(=O)N[C@@H](CO)Cc1ccccc1)C(=O)NC[C@H](OC(=O)[C@@H](CC=C)Cc1ccc(F)cc1)c1ccccc1
-7%	Cc1ccnc(NC(=O)c2cc3ccccc3o2)c1
-3%	N#Cc1ccccc1S(=O)(=O)N1CCN(CC(=O)NC(=O)NC2CCCCC2)CC1
7%	COCC(C)NC(=O)CSc1nc2cc(S(=O)(=O)N3CCCCC3)ccc2o1 (stereo not drawn)
-11%	O=C(NN1C(=O)NC2(CCCCC2)C1=O)c1ccc(-c2ccccc2Cl)o1
9%	O=C(NCCc1ccccc1)c1cccc(Br)c1
-2%	CCN(C(=O)COC(=O)c1cc([N+](=O)[O-])ccc1N1CCOCC1)C1CCS(=O)(=O)C1 (stereo not drawn)
-6%	Cn1c2cc(B(O)O)sc2c2cnn(Cc3c(F)cccc3F)c(=O)c21
-8%	O=C(COC(=O)c1cc(S(=O)(=O)N2CCOCC2)c(Cl)cc1Cl)c1ccc[nH]1
-11%	Cc1cc(C(=O)Nc2sccc2C(N)=O)c(C)o1
15%	CC(OC(=O)c1ccc2c(c1)OCCO2)C(=O)c1ccccc1 (stereo not drawn)
5%	COc1cccc(C(=O)NCCS(=O)(=O)NCc2cccs2)c1
5%	Cc1ccc(S(=O)(=O)N2CCN(S(=O)(=O)c3ccccc3Br)C2=O)cc1
3%	O=C(COC(=O)COc1ccc(Cl)cc1)Nc1ncc(Br)s1
-5%	COc1ccc(CC(=O)Nc2nnc(CC(C)C)s2)cc1S(=O)(=O)N1CCOCC1
9%	O=C1CCCC/C=C\C[C@H](CC(=O)N(CCO)Cc2ccccc2)C(=O)NCCO1
1%	Cc1cccc(OCC(=O)N(Cc2ccco2)C2CCS(=O)(=O)C2)c1 (stereo not drawn)
5%	COc1cc(NC(=O)COC(=O)CNC(=O)C2CCCCC2)cc(OC)c1
-4%	O=C(CN1C(=O)NC2(CCCCC2)C1=O)N1CCN(S(=O)(=O)c2ccc(Cl)s2)CC1
-3%	CCC1CCCCN1CCCNC(=O)CCC(=O)N1CCOc2ccccc21 (stereo not drawn)
-95%	O=C(CCNC(=O)c1ccccc1)NN=Cc1ccc(Br)o1
7%	Cc1ccc(NC(=O)c2ccc(Cl)c(S(=O)(=O)N3CCCCCC3)c2)nc1
-6%	COc1ccc(CCC(=O)OCC(=O)c2ccc[nH]2)cc1OC
0%	O=C(c1nc[nH]c1C(=O)N1CCN(c2ccccc2)CC1)N1CCN(c2ccccc2)CC1
1%	CCC(C)C(N=C1NS(=O)(=O)c2ccccc21)C(=O)N1CCC(C)CC1 (stereo not drawn)
-8%	COc1cccc(NC(=O)CN(C)C(=O)c2oc3c(ccc4ccccc43)c2C)c1
0%	Cc1cccc(/C=N/NC(=O)C[n+]2ccccc2)c1
1%	CN(C)c1ccc(-c2ccc3oc(-c4ccsc4)cc(=O)c3c2)cn1
5%	CCCCn1c(N)c(N(CC)C(=O)c2c(CC)noc2C)c(=O)[nH]c1=O
-11%	O=c1c2ccccc2sn1-c1ccc(F)cc1
10%	Cn1c(=O)c(=O)n(C)c2cc(S(=O)(=O)CCC(=O)N3CCCCC3)ccc21
-3%	CC(C)NC(=O)Nc1cccc2c1O[C@@H](CN(C)S(=O)(=O)c1ccc(F)cc1)[C@@H](C)CN([C@H](C)CO)C2=O
5%	Cc1cccc(C(=O)NCC(=O)OCC(=O)NC2CCCCCCC2)c1
51%[activator]	COc1ccc(C2CC(c3ccccc3C(F)(F)F)=NN2c2ccc(S(N)(=O)=O)cc2)cc1 (stereo not drawn)
1%	Cc1cccc(C(=O)OC(C)C(=O)N2CCN(Cc3ccccc3)CC2)c1 (stereo not drawn)
?	Clc1ccc(CNc2ccc(N3CCN(Cc4ccccc4)CC3)cc2)cc1
60%[activator]	COc1ccc2cc(C(C)C(=O)OC(C)C)ccc2c1 (stereo not drawn)
0%	CCOC(=O)CSc1nc2ccc(C)cc2n2cnnc12
-2%	COc1ccccc1C(=O)NCC(=O)Nc1ccc2c(c1)CCC2
7%	CCCCCn1nc(C(=O)N2CCc3ccccc32)c2ccccc2c1=O
-1%	NC(=O)Nc1ccc(C(=O)OCC(=O)NC2CCCc3ccccc32)cc1 (stereo not drawn)
9%	C#CCOCCOCCOCCNc1nc(N2CCN(C(=O)[C@H](CCCCN)n3cc(CN)nn3)CC2)nc(N2CCN(C(=O)[C@H](CCCCN)n3cc([C@@H](N)[C@H](C)CC)nn3)CC2)n1
-6%	NC(=O)C1CCN(C(=O)COc2ccc3c4c(c(=O)oc3c2)CCCC4)CC1
-11%	Cc1cc(F)ccc1S(=O)(=O)N1CCCCC1CCNC(=O)C(=O)NCc1ccccn1 (stereo not drawn)
-3%	O=C(CSc1nc(=O)n(Cc2ccccn2)c2c1CCC2)Nc1ccc(F)cc1F
-4%	COc1cccc(/C=N/c2nc3ccccc3n2C)c1O
-9%	O=C(COC(=O)c1ccc(F)c(S(=O)(=O)N2CCOCC2)c1)NCc1ccccc1
4%	O=C(CCNC(=O)c1ccco1)NCc1ccc(F)cc1
-1%	COC(=O)N1C(=O)[C@](c2ccsc2)(C(C)C)N1C(=O)OC
-7%	Cc1cnc(C(=O)OCC(=O)Nc2ccc(Cl)cn2)cn1
-2%	CCOc1ccc(C(=O)NCC(=O)Nc2cc(C)ccn2)cc1OCC
-3%	Cc1ccc(N(Cc2ccccc2)C(=O)c2ccc(Cl)c(S(=O)(=O)N3CCOCC3)c2)cc1

Rewritten with each value named: part of the list above
Cn1c(=O)c(=O)n(C)c2cc(S(=O)(=O)CCC(=O)N3CCCCC3)ccc21
  L3MBTL1 inh = 10%
CC(C)NC(=O)Nc1cccc2c1O[C@@H](CN(C)S(=O)(=O)c1ccc(F)cc1)[C@@H](C)CN([C@H](C)CO)C2=O
  L3MBTL1 inh = -3%
Cc1cccc(C(=O)NCC(=O)OCC(=O)NC2CCCCCCC2)c1
  L3MBTL1 inh = 5%

Structures from the list above with an aryl thioether with sulfur outside any ring (six):
L3MBTL1 inh	canonical_smiles
1%	CNC(=O)NC(=O)CSc1ccc(S(=O)(=O)N2CCOCC2)cn1
29%	O=S(=O)(c1ccc(SCCOc2ccc(Cl)cc2)nc1)N1CCCC1
3%[2.29 µM]	Cc1nc(SCc2ccc([N+](=O)[O-])cc2)n[nH]1
7%	COCC(C)NC(=O)CSc1nc2cc(S(=O)(=O)N3CCCCC3)ccc2o1 (stereo not drawn)
0%	CCOC(=O)CSc1nc2ccc(C)cc2n2cnnc12
-3%	O=C(CSc1nc(=O)n(Cc2ccccn2)c2c1CCC2)Nc1ccc(F)cc1F

Continuation.
L3MBTL1 inh	canonical_smiles
5%	Cc1cc(C)c(C)c(S(=O)(=O)N2CCC(C(=O)N3CC(C)CC(C)C3)CC2)c1C (stereo not drawn)
-7%	OCCC1CN(Cc2ccc(F)cc2)CCN1CCCc1ccccc1 (stereo not drawn)
33%[activator]	O=C(c1cc2cc(Cl)ccc2oc1=O)N1CCN(c2ccccn2)CC1
9%	O=S(=O)(c1ccc(=S)[nH]c1)N1CCCCCC1
0%	CCc1cc2c3c(c(=O)oc2cc1OC(C)C(=O)O)CCCC3 (stereo not drawn)
-3%	COc1ccc2oc(C(=O)Nc3cccc(S(=O)(=O)N4CCOCC4)c3)c(C)c2c1
3%	COc1ccc(C(=O)NNC(=O)c2cc(C)nc3ccccc23)cc1
2%	O=S(=O)(NC1=NCCCCC1)c1cc(F)ccc1F
-1%	CC(C)C[C@H]1CN=C(N(C)C)N1CCc1cccc(F)c1
-4%	O=C(CCC1CCCC1)NCCS(=O)(=O)N1CCN(c2ccccc2)CC1
-3%	CC1CCCN(C(=O)C2CCN(S(=O)(=O)c3cccs3)CC2)C1 (stereo not drawn)
-5%	COc1ccc(C(=O)NNC(=O)C23CC4CC(CC(C4)C2)C3)cc1OC
5%	C[C@H]1COC(=O)CCCC/C=C\C[C@H](CC(=O)N(CCO)Cc2ccccc2)C(=O)N1
-11%	CCn1c(=O)c2sccc2n(Cc2ccccc2)c1=O
7%	Cc1cccc(NC(=O)CCN2C(=O)c3cccc([N+](=O)[O-])c3C2=O)c1
-2%	CCN(CC)S(=O)(=O)c1cccc(NC(=O)c2cccc(S(=O)(=O)N3CCCC3)c2)c1
5%	CC(O)[C@H]1CNCCN1CC1(c2ccccc2)CC1 (stereo partly drawn)
14%	O=C(NNc1c(F)c(F)cc(F)c1F)c1ccco1
0%	COc1ccc(CC(=O)NCc2ccccc2)cc1
1%	Cc1ccc(/C=C/S(=O)(=O)NCCC(=O)NCc2ccc(F)cc2)cc1
-5%	O=[N+]([O-])c1ccc(-c2cnc3ccccc3n2)cc1
2%	N#Cc1ccc(Oc2ccc(S(=O)(=O)N3CCOCC3)cn2)cc1
1%	CC(NC(=O)COC(=O)Cn1cc(C(F)(F)F)ccc1=O)c1ccccc1 (stereo not drawn)
-3%	COc1ccc(NC(=O)CNC(=O)c2ccco2)cc1

An excerpt; rates above refer to the full screens.
